High-throughput results as filed in PubChem.
mcGAS lum – inhibitors of mouse cGAS. inhibition, % at 12.5 µM. recombinant cGAS, Kinase-Glo ATP depletion luminescence. actives 0.15% (n = 160,000). Q8C6L5. AID 1259399;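 also: 0% = negative control wells and 100% = reference inhibitor with no enzyme activity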
NPYLR7 agonist – mosquito NPYLR7 agonism | AID 1259423 | activation, % at 10 µM | actives 0.15% (n = 270,000) | HEK293T NPYLR7/Galpha15, GCaMP6s calcium fluorescence; in the data active = activation above about 40%;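 also: 0% = vehicle and 100% = reference agonist at the receptor; some compounds past the cut are filed as inactive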
hcGAS lum – human cGAS inhibition. actives 0.081% (n = 290,000). inhibition, % at 12.5 µM. recombinant h-cGAS, ATP depletion, Kinase-Glo luminescence;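 also: 0% = vehicle reaction and 100% = reaction without DNA for no activity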
Target sequence (Q8N884 whole entry, looked up): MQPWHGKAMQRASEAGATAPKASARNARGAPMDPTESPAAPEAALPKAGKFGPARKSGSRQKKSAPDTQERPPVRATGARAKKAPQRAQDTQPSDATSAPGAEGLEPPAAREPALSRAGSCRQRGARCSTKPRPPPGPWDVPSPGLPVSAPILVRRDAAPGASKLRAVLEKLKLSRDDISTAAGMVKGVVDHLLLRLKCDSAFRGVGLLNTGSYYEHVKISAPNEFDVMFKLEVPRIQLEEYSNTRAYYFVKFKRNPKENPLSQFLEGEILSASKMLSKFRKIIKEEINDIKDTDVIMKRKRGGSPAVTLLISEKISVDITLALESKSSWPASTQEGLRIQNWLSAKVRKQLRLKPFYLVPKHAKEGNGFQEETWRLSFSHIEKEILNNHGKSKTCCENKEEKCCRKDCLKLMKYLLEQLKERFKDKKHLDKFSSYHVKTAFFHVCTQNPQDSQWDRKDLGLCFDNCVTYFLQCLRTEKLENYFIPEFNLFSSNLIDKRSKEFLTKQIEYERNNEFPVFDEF
* marks the source's active call; other numbers are inactive results; x = no result given; & = joins results of further samples. Rule as the data show it, unless noted: active = inhibition above about 40%; inactive = the rest.

SMILES	mcGAS lum	NPYLR7 agonist	hcGAS lum
CCCn1c(=O)n(C)c(=O)c2c(SCC(=O)N(CC)C3=CCCC3)nc(C(C)C)nc21	-8	6	-5
CC(C)(C)c1ccc(C(=O)Nc2ccc(-c3cccc(-c4ccc5c(c4)NC(=O)CO5)n3)cc2)cc1	-6	5	-3
CC(C)OCc1ccc(CNC(=O)c2ccccc2F)cc1	x	0	-10
CCC(C)N1C(=O)c2ccccc2NC1c1ccc(C(=O)O)cc1 (stereo unspecified)	x	-10	-9
COc1cn(CC(=O)N2CCc3ccccc32)c(CSc2nnnn2C)cc1=O	-8	-4	-10
O=C(c1cccs1)N(Cc1c(-c2ccc(F)cc2)noc1N1CCOCC1)CC1CCCO1 (stereo unspecified)	-5	5	-3
CC/C=C(/C)C(=O)NCC(=O)N1CCCC1	-9	1	-3
CCc1ccc(CN2CCCC(CO)(Cc3cccc(OC)c3)C2)o1 (stereo unspecified)	0	3&-1	-13&0
CCOc1ccc(OCCSc2nc3ccccc3n2CCOc2ccccc2F)cc1	-5	-1	-2
Cc1noc(C)c1CC(=O)N1CCCC(CCC(=O)N2CCN(c3ccccn3)CC2)C1 (stereo unspecified)	x	21	-14
Cn1c(O)c(N=NC(=O)c2cccc(Cl)c2)c2ccccc21	-6	-6	-6
COc1ccc(-c2nc3ccccn3c2NC(=O)c2cc(C(F)(F)F)cc(C(F)(F)F)c2)cc1	-6	-2	-3
O=C(NCc1ccccc1CS(=O)(=O)N1CCOCC1)c1cc(F)cc(F)c1	-3	-1	-2
CC(C)Cc1nc(-c2cccc(CN3CCN(C(=O)c4cccc(OC(F)F)c4)CC3)c2)no1	-4	2	-2
CC1=C(C(=O)OCc2ccccc2)C(c2ccc(-c3ccccc3[N+](=O)[O-])o2)C(C(=O)OCc2ccccc2)=C(C)N1	-5	-11	-3
CCOc1ccc(-n2c(C(CC)N(CCc3ccccc3)C(=O)c3ccc(Br)cc3)nc3ccccc3c2=O)cc1 (stereo unspecified)	0	-4	1
O=C(Nc1ccc(-c2cscn2)cc1)C1CCCN(Cc2ccc(F)c(F)c2)C1 (stereo unspecified)	-9	13	-6
CCOC(=O)c1c(CSc2ccccc2)n(C)c2cc(Br)c(OC(C)=O)cc12	-4	-5	-10
CCCn1c(=O)[nH]c(=O)c2cc(C(=O)OCC3COc4ccccc4O3)cnc21 (stereo unspecified)	x	-1	-2
CCN(Cc1ccncc1)Cc1ccc(Sc2ncccn2)o1	x	0	-1
O=C(Nc1cc(F)cc(F)c1)N[C@@H](Cc1ccccc1)C(=O)N1CCC(C(=O)N2CCOCC2)CC1	-7	0	-5
CCCCCc1ccc(NC(=O)CCN2CCSC2=O)cc1	-17	0	-8
COc1c(C)cc(C(=O)C2CCCN(Cc3csc(C(C)=O)c3)C2)cc1C (stereo unspecified)	x	-2	-7
CCCC(=O)C1=C(c2ccc(C)c(C)c2)N(C(=O)CCC)n2c(CC)nnc2S1	x	7	7
CCCc1cnc(Nc2nc(C(N)Cc3ccc(C(F)(F)F)cc3)cs2)nc1 (stereo unspecified)	-8	-5	-7
Remaining list, next part.
SMILES	mcGAS lum	NPYLR7 agonist	hcGAS lum
CCCCNC(=O)N1CC(C(=O)NCCc2ccc(OC)cc2)CCC1c1ccc(F)c(C)c1 (stereo unspecified)	x	4	1
O=C(c1cccc(F)c1)N1CCN(C(C(=O)N2CCSCC2)C2CCCC2)CC1 (stereo unspecified)	-5	2	-3
COc1ccccc1C1SCC(=O)N(CC(=O)NCc2ccncc2)c2c1c(-c1ccccc1)nn2-c1ccc(C)cc1 (stereo unspecified)	-4	15	-15
CC(C)c1cccc(Oc2cnn(-c3ccccc3)c(=O)c2Nc2cccc(C(=O)NCC3CCCO3)c2)c1 (stereo unspecified)	-6	2	-6
Cc1ccccc1COC(=O)c1ccc(CNC(=O)NC(C)C)cc1	-2	5	-7
COc1cn(CC(=O)NCc2ccc(F)cc2)c(CN2CCN(c3ccccc3)CC2)cc1=O	-8	-1	-5
Cc1cccc2c(N=NC(=O)COc3ccc(Cl)cc3Cl)c(O)[nH]c12	-1	0	-2
Oc1[nH]c2ccccc2c1C1=NCCC1	-5	2	7
CCOc1ccccc1-n1c(=O)[nH]c2c(C(N)=O)nc(-c3cccnc3)nc21	x	13	-14
Cc1ccc(OCC(=O)Nc2ccc3c(c2)OCO3)c(Br)c1	-7	15	-21
Cn1ncc2c(N3CCN(c4ccc([N+](=O)[O-])cc4)CC3)ncnc21	-9	2	-12
Cc1ccccc1-n1cc(CN2CCN(c3ncc(C)c(N)n3)CC2)cn1	-9	-1	0
c1ccc(C2=NN(c3ccccc3)C(c3ccccc3)C2)cc1 (stereo unspecified)	2	-9	2
O=C(Nc1ccc(-c2ccco2)cc1)C1CCCN(Cc2ccsc2)C1 (stereo unspecified)	x	9	-11&-3
Cc1cccc(Cn2cccc2CN(CCC(C)C)Cc2ccc(F)c(F)c2)c1	-5	x	-6
COc1ccc(CSc2nc3cc(S(=O)(=O)N4CCCC4)ccc3n2CC2CC2)cc1C	-2	7	0
O=C(Nc1ccc(OCC(F)(F)F)nc1)N1CCCCCCC1	x	-1	0
O=C(Nc1cccc2ccccc12)N(Cc1cccs1)C1CC1	x	-2	5
CC1=NN(CC(=O)c2ccc(Cl)cc2)c2nc3c(c(=O)n(C)c(=O)n3C)n2C1C (stereo unspecified)	x	0	-11
COc1ccc(N2C(=O)CSC2c2ccc(NC(=O)CCc3ccccc3)cc2)cc1 (stereo unspecified)	-2	0	-1
COc1ccc(Br)cc1S(=O)(=O)Nc1ccc2c(c1)CCC2	x	6	-4
O=c1c2cnc(N3CCOCC3)nc2ccn1-c1ccccc1F	x	4	0
COC(=O)C1(C)CCN(c2nc(-c3cccnc3)nc3c2cnn3C)CC1	x	3	-8
CN1CC2(CCN(Cc3cc(=O)n4cccc(O)c4n3)CC2)CC1C(=O)O (stereo unspecified)	-8	6	-5
CCCc1ccc(-c2ccc(-c3noc(-c4cccc(Br)c4)n3)cc2)cc1	-7	-6	-2
Further entries.
SMILES	mcGAS lum	NPYLR7 agonist	hcGAS lum
CN(C)c1ccc(NC(=O)c2cccs2)cc1CN(Cc1ccco1)C(=O)C1CC1	-7	23	1
Nc1c(Cl)cncc1Cl	x	-9	-1
Cc1cc(C)cc(Cn2c(C)c(C(=O)NCc3cccc([N+](=O)[O-])c3)sc2=O)c1	x	-10	4
COc1ccc(Cl)cc1CS(=O)(=O)CC(=O)N(C)Cc1ccccc1F	x	-4	6
Cc1c(C(=O)NCc2ccc(C)n2C)oc2c1C(=O)CC(C)(C)C2	x	9	-11
Cc1cc(NCCCn2ccnc2)n2nc(C)c(-c3ccc(Cl)cc3)c2n1	-7	-6	-6
COc1cc(OC)cc(N2CCC(NC(=O)c3ccoc3)C2)c1 (stereo unspecified)	x	-3	-3
Cc1cc(N2CCCCC2)nc(N2CCN(C(=O)CC3CCCC3)CC2)n1	-6	x	-8
CC(C)CNC(=O)[C@@]1(OCc2ccc(C#N)cc2)CC(OCc2cccc(OC(F)(F)F)c2)[C@H](O)[C@H](O)C1 (stereo partly specified)	1	-1	14
CC(C)c1nc(N2CCC(O)(C(=O)O)CC2)no1	-10	7	-5
Cc1ccccc1C1SCC(=O)N1CCN(C)C(=O)NC(C)(C)C (stereo unspecified)	-4	19	-4
C=C(C)Cn1c(N/N=C\c2ccc(C)cc2)nc2c1c(=O)n(C)c(=O)n2C	-2	x	-1
CN(Cc1ccon1)c1ccc(C(=O)N2CCC(CCn3cccn3)CC2)cn1	x	0	-9
CCc1nnc(NC(=O)c2cc(C)c(CC)s2)s1	x	-2	1
CC(CCn1cccn1)n1ccnc1-c1ccc2occc2c1 (stereo unspecified)	x	3	-5
O=C(CN1CN(c2ccccc2)C2(CCN(C(=O)Nc3ccccc3F)CC2)C1=O)NCc1ccccc1	-6	6	-3
CCOc1c(CC)cnc2c1c(=O)n(CC(=O)Nc1ccccc1C)c(=O)n2C	x	-3	-4
CCn1c(SCc2ccccc2OC)nnc1-c1cc(-c2ccccc2)nc2ccccc12	-5	0	-2
CCOc1ccc(C2NC(=O)N(C)C3=C2C(=O)N(Cc2ccco2)C3)cc1 (stereo unspecified)	-4	11	-6
CN(C)CCCn1ccnc1-c1cnc(N)nc1	-10	0	0
CN(Cc1cscn1)C(CCO)c1ccccc1 (stereo unspecified)	x	-1	1
Cc1ccc(C(=O)N(CCN2CCOCC2)Cc2csc(COc3ccccc3C)n2)cc1	-4	x	-4
Cc1c(Cl)cnc(NC(=O)COC(=O)Cc2ccccc2F)c1Cl	-6	-1	-2
CSCCN1CCC(NC(=O)c2ccc(CN3CCCC3)o2)CC1	-4	x	-5
Cc1cc(=O)[nH]c(-n2nc(C3CC3)cc2NC(=O)c2cc3ccccc3o2)n1	x	4	-8
(next part)
SMILES	mcGAS lum	NPYLR7 agonist	hcGAS lum
CC1=NN(c2ccccc2)C(N=P(OC(C)C)(OC(C)C)OC(C)C)C1[N+](=O)[O-] (stereo unspecified)	x	8	-1
CCOC(=O)C1(CCCc2ccccc2)CCN(C(=O)CCc2cnccn2)CC1	0	-4	3
Cc1cccc(C)c1NCC(=O)N1CCC2(CC1)OCC(C)O2 (stereo unspecified)	x	4	-3&-3
Cc1ccc(OCCCn2c(CO)nc3ccccc32)cc1C	-7	6	-7
CC1CN(Cc2ccco2)c2nc3c(c(=O)n(C)c(=O)n3C)n2C1 (stereo unspecified)	x	13	-4
COc1cc2c(cc1OC)[C@@H]1C(=O)c3ccc4c(c3O[C@@H]1CO2)C=CC(C)(C)O4	x	3	-3
CCc1noc(C)c1C(=O)N1CCN(S(=O)(=O)c2cc(C)ccc2C)CC1	x	8	-2
CCCCCN(C(=O)CCC(=O)O)c1c(N)n(CCCC)c(=O)[nH]c1=O	x	6	-6
Cc1ccc(OCC(=O)N=Nc2c(O)n(C)c3ccccc23)c(C)c1	-4	0	-3
CCOc1ncccc1C(=O)NCC(=O)Nc1ccccc1CC	x	10	-6
CC(C)c1[nH]n(-c2ccc(Cl)c(Cl)c2)c(=O)c1C1=C([n+]2ccccc2)C(=O)N(c2ccc(F)cc2)C1=O	-10	-3	-16
O=C1OC2(C(=O)c3ccccc3C2=O)C(=C(O)c2ccc(F)cc2)C1=O	-2	7	-8
Cc1ccc(/C=C2/SC(c3ccc(C)cc3)=NC2=O)cc1	x	8	-3
CCN(CC)c1ncccc1CNCc1cn[nH]c1C1CCCCC1	x	19	-6
CS(=O)(=O)NC(=O)c1ccc(S(=O)(=O)C2CCCC2)cc1	-15	5	-8
O=C(C1CC1)N1C[C@H]2CNC[C@@]2(C(=O)NCCCc2ccccc2)C1	-12	x	-7
COc1ccc(S(=O)(=O)N2CCSC2c2cc(OC)ccc2OC)cc1 (stereo unspecified)	x	12	-6
CCN(CC)C(=O)c1cc(-c2cccc(C)c2)on1	-4	x	-8
COc1ccc2c(c1)CCCN2C(=O)C1CCN(S(=O)(=O)c2cccc(C(F)(F)F)c2)CC1	x	1	0
CCOc1ccc(OCC(=O)OCc2cc(-c3cc4ccccc4o3)on2)cc1	x	-2	-5
Cc1cc(C)n(CC2(CNC(=O)[C@@H]3C[C@@H]4C=C[C@H]3C4)CC2)n1	x	-1	0
NC(=O)NC(=O)CNc1ccc(OC(F)F)cc1	-16	17	-9
Cc1cc(C)n(CN2CCCC(C)C2)c(=S)c1C(N)=O (stereo unspecified)	x	4	-6
O=C(Cn1c(-c2ccco2)nc(-c2ccccc2)c1-c1ccccc1)NN1CCOCC1	x	19	-8

21 entries from above, with bars between the fields:
molecule | mcGAS lum | NPYLR7 agonist | hcGAS lum
CCOC(=O)C1(CCCc2ccccc2)CCN(C(=O)CCc2cnccn2)CC1 | 0 | -4 | 3
Cc1cccc(C)c1NCC(=O)N1CCC2(CC1)OCC(C)O2 (stereo unspecified) | x | 4 | -3&-3
Cc1ccc(OCCCn2c(CO)nc3ccccc32)cc1C | -7 | 6 | -7
CC1CN(Cc2ccco2)c2nc3c(c(=O)n(C)c(=O)n3C)n2C1 (stereo unspecified) | x | 13 | -4
COc1cc2c(cc1OC)[C@@H]1C(=O)c3ccc4c(c3O[C@@H]1CO2)C=CC(C)(C)O4 | x | 3 | -3
CCc1noc(C)c1C(=O)N1CCN(S(=O)(=O)c2cc(C)ccc2C)CC1 | x | 8 | -2
CCCCCN(C(=O)CCC(=O)O)c1c(N)n(CCCC)c(=O)[nH]c1=O | x | 6 | -6
Cc1ccc(OCC(=O)N=Nc2c(O)n(C)c3ccccc23)c(C)c1 | -4 | 0 | -3
CCOc1ncccc1C(=O)NCC(=O)Nc1ccccc1CC | x | 10 | -6
CC(C)c1[nH]n(-c2ccc(Cl)c(Cl)c2)c(=O)c1C1=C([n+]2ccccc2)C(=O)N(c2ccc(F)cc2)C1=O | -10 | -3 | -16
O=C1OC2(C(=O)c3ccccc3C2=O)C(=C(O)c2ccc(F)cc2)C1=O | -2 | 7 | -8
Cc1ccc(/C=C2/SC(c3ccc(C)cc3)=NC2=O)cc1 | x | 8 | -3
CCN(CC)c1ncccc1CNCc1cn[nH]c1C1CCCCC1 | x | 19 | -6
CS(=O)(=O)NC(=O)c1ccc(S(=O)(=O)C2CCCC2)cc1 | -15 | 5 | -8
O=C(C1CC1)N1C[C@H]2CNC[C@@]2(C(=O)NCCCc2ccccc2)C1 | -12 | x | -7
COc1ccc(S(=O)(=O)N2CCSC2c2cc(OC)ccc2OC)cc1 (stereo unspecified) | x | 12 | -6
CCN(CC)C(=O)c1cc(-c2cccc(C)c2)on1 | -4 | x | -8
COc1ccc2c(c1)CCCN2C(=O)C1CCN(S(=O)(=O)c2cccc(C(F)(F)F)c2)CC1 | x | 1 | 0
CCOc1ccc(OCC(=O)OCc2cc(-c3cc4ccccc4o3)on2)cc1 | x | -2 | -5
Cc1cc(C)n(CC2(CNC(=O)[C@@H]3C[C@@H]4C=C[C@H]3C4)CC2)n1 | x | -1 | 0
NC(=O)NC(=O)CNc1ccc(OC(F)F)cc1 | -16 | 17 | -9
